# ASM inhibitor: Inhibitors of Secretory Acid Sphingomyelinase (S-ASM): qHTS; AID 504937, 2011; 340,000 tested, 0.006% active; Potency, µM (series often up to 57.5 µM), for the others: at the top dose activity change, negative = inhibition, usual class: inhibitors; placental ASM, HMU-PC fluorogenic substrate, 60 min; further: potency means the concentration at half of the fitted maximal effect
#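 Fluorescence read-out (Ex 386 nm, Em 447 nm) after stopping the reaction at pH 10. Enzyme: ASM from human placenta; substrate HMU-PC0, 9 uM final; 60 min, 37 °C. Compound preincubation 10 min, ambient temperature.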
# TSHR antagonist: Antagonists of the Thyroid Stimulating Hormone Receptor: HTS campaign; 330,000 tested, 0.2% active; TSHR-expressing cells, TSH-stimulated cAMP HTRF, 2 h; hits give low values; Thyrotropin receptor (Homo sapiens), P16473; activity change, negative = inhibition, % at 11.5 µM;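 active means activity change below a set negative limit, meaning inhibition stronger than a set level, cut at about -70% in these data; inconclusive means activity change between two set negative limits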; further: on the % scale 0 is the no-effect control and ±100 the full control effect
#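 TSHR-expressing cells, 200/well, pre-treated with compound, then stimulated with EC80 TSH (4nM final) for 2 hours at 37 deg C. cAMP measured by competitive HTRF: anti-cAMP cryptate antibody in lysis buffer plus cAMP-d2, read after 30 minutes at room temperature.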
# Mito fusion yeast: qHTS Assay for Small Molecule Inhibitors of Mitochondrial Division or Activators of Mitochondrial Fusion | Potency, µM (titrated, usually from 46.1 µM), for the others: at the top dose growth rescue (activation), usual class: activators | S. cerevisiae fusion-defective mutant growth rescue, CellTiterGlo 48 h | 320,000 tested, 0.23% active;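 further: potency means the concentration at half of the fitted maximal effect; % of control where 0% means no effect; nearly all actives have a fitted effect of over 45% in size; temperature-sensitive fusion mutants such as fzo1-1 at 37 °C on non-fermentable ethanol glycerol medium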
#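 Luminescent cell viability in 1536-well qHTS format served as the measure of rescued growth in ts fusion-mutant S. cerevisiae cultured on non-fermentable YPEG for 48 hours at 37C.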
# a7 integrin act: qHTS for Activators of Integrin-Mediated Alleviation for Muscular Dystrophy; 350,000 tested, 0.064% active; alpha7betagal myoblasts, beta-gal FDG fluorescence, 48 h; Potency, µM (highest dose often 38.3 µM), for the others: at the highest dose activation, hits mostly activators;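 further: potency means the concentration at half of the fitted maximal effect; 100% = response of the positive control SU9516; nearly all actives have a fitted effect of over 60% in size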
#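 alpha7betagal+/- myoblasts (passage 13, 250/well) treated 48 h at 37C with compounds at 1:260 dilution of DMSO stock. Lysed, then beta-galactosidase activity read as FDG fluorescence (ex 480/em 540) after 30 min, with pre-read for autofluorescence.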
# Menin MLL FP TR: qHTS Assay for Inhibitors Targeting the Menin-MLL Interaction in MLL Related Leukemias: Competition With Texas Red Labeled MLL-derived Mutant Peptide; 270,000 tested, 0.23% active; O00255; Menin + Texas Red MLL mutant peptide, fluorescence polarization; AID 1768, 2009; Potency, µM (highest dose often 61.6 µM), without a hit: top-dose FP activity change, negative = inhibition, most hits filed as inhibitors; active means well fitted inhibition curve with a large enough effect in the polarisation, with a control signal flat, not every such curve was filed as active; inconclusive means small, poorly fitted or top-dose-only effect, or effect the other way, or a change in a side signal; inactive means no such curve, though single readings can be large or run the other way; the % refers to the polarisation; further: potency means the concentration at half of the fitted maximal effect; % of control where 0% means no effect; many of its hits are not listed in these tables
# Target sequence (O00255 whole entry, looked up): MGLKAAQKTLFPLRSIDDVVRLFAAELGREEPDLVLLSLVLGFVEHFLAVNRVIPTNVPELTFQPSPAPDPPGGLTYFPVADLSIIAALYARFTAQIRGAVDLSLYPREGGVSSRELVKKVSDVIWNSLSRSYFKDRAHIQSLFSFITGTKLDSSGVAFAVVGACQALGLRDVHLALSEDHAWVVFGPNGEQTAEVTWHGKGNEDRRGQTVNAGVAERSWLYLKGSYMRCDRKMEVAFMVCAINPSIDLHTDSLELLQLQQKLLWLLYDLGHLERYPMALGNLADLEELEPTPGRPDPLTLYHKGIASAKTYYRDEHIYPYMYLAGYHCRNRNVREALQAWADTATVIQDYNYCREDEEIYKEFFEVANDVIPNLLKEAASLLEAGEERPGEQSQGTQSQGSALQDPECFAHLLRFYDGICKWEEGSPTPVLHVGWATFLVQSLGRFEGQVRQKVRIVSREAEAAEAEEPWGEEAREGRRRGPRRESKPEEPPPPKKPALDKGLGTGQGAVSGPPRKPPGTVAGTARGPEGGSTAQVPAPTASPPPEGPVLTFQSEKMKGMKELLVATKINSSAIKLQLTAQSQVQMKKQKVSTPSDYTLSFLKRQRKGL
# TCR act: Activators of T cell receptors: qHTS campaign; primary human leukocytes, anti-CD3, IL-2 HTRF, 48 h; Potency, µM (series often up to 9.22 µM), for the others: at the top dose activation of IL-2 secretion, most hits filed as activators; 330,000 tested, under 10 active; AID 504894, 2011; further: % of control where 0% means no effect
#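 48 hr co-incubation of compounds, a-CD3 beads and primary human leukocytes; IL-2 quantified homogeneously by HTRF with anti-IL-2 K and d2 conjugates.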
# MBNL1 CUG block: qHTS Assay for Inhibitors of MBNL1-poly(CUG) RNA binding; 280,000 tested, 0.036% active; Potency, µM (titrated, usually from 57.5 µM), inactives show at the top dose activity change, negative = inhibition, hits mostly inhibitors; AID 2675, 2010; Muscleblind-like protein 1 (Homo sapiens), Q9NR56; TR-FRET MBNL1-His/biotin-(CUG)12 binding, 665/545 ratio; active means well fitted inhibition curve with a large enough effect in the signal ratio, with a control signal flat, not every such curve was filed as active; inconclusive means small, poorly fitted or top-dose-only effect, or effect the other way, or a change in a side signal; inactive means no such curve, though single readings can be large or run the other way; the % refers to the signal ratio; further: potency means the concentration at half of the fitted maximal effect; on the % scale 0 is the no-effect control and ±100 the full control effect
# Target sequence (Q9NR56 whole entry, looked up): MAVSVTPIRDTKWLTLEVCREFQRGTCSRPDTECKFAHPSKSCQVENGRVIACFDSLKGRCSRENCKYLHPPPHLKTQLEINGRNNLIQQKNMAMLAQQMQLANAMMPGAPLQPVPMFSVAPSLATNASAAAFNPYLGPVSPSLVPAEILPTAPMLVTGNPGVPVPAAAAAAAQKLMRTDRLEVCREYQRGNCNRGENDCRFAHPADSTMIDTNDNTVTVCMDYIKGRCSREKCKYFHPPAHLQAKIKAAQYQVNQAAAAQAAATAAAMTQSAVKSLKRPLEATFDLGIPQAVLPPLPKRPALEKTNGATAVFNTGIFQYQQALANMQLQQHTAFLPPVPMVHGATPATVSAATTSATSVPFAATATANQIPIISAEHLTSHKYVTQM
#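 Inhibition of protein-RNA binding appears as loss of TR-FRET between terbium anti-His antibody on MBNL1-His and streptavidin-XL665 on biotin-(CUG)12. Activity is normalized to buffer-only and uninhibited-complex controls.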
# CXXC DNA block: qHTS Fluorescence Polarization Assay for Inhibitors of MLL CXXC domain - DNA interaction; Histone-lysine N-methyltransferase 2A (Homo sapiens), Q03164; Potency, µM (doses to about 115 µM), inactives show at the top dose activity change, negative = inhibition, usual class: inhibitors; 290,000 tested, 0.037% active; MLL-CXXC / FITC-HOXA9 DNA fluorescence polarization; active means well fitted inhibition curve with a large enough effect in the polarisation, with a control signal flat, not every such curve was filed as active; inconclusive means small, poorly fitted or top-dose-only effect, or effect the other way, or a change in a side signal; inactive means no such curve, though single readings can be large or run the other way; the % refers to the polarisation; further: potency means the concentration at half of the fitted maximal effect
#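 Steps: dispense CXXC domain solution (7 uM) → pin compounds or unlabeled HOX-A9 DNA control → 5 min ambient → add FLSN-HOX-A9 solution (50 nM) → spin → 30 min ambient → fluorescence polarization. Tris pH 7.5/NaCl/DTT/BSA buffer.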
# PTAP TSG101 blk: qHTS Assay for Iinhibitors of HIV-1 Budding by Blocking the Interaction of PTAP/TSG101; Fluorescence polarization, FITC-PTAP peptide / Tsg101 binding; Potency, µM (highest dose often 115 µM), for inactives: at the top dose activity change, negative = inhibition, most hits filed as inhibitors; 340,000 tested, under 10 active; active means well fitted inhibition curve with a large enough effect in the main read-out, with a control signal flat, not every such curve was filed as active; inconclusive means small, poorly fitted or top-dose-only effect, or effect the other way, or a change in a side signal; inactive means no such curve, though single readings can be large or run the other way; further: potency means the concentration at half of the fitted maximal effect; % of control where 0% means no effect
#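 Fluorescence polarization binding of Tsg101 binding domain (10 uM final) to FITC-labeled PTAP peptide (50 nM final) in HEPES pH 7.5 buffer with NaCl, Tween 20, EDTA, TCEP. Compounds added before peptide; binding 20 min at RT.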
# A-T KAP1 phos: qHTS Assay for Identifying a Potential Treatment of Ataxia-Telangiectasia | […] A-T fibroblasts, KAP-1 phosphorylation AlphaLISA; neocarzinostatin DNA damage 30 min before lysis | Potency, µM (top dose mostly 57.5 µM), without a hit: top-dose activation, actives largely listed as activators | 320,000 tested, 0.19% active | AID 485349, 2010; further: potency means the concentration at half of the fitted maximal effect; % of control where 0% means no effect; nearly all actives have a fitted effect of over 45% in size
#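 hTERT-immortalized A-T patient fibroblasts ([…]), 500 cells/well in OPTI-MEM, 1% FBS, got compounds for 60 min, then NCS for 30 min at 37C. Lysates were then assayed for phospho-KAP-1 by AlphaLISA (anti-pKAP1 donor, anti-KAP1 acceptor beads), 6 hr at 25C.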
# * hit, by the source's call; ? = inconclusive; . = not tested or not shown; [ ] = dose if it differs, or a comment. Unless noted, the call rests on the fitted dose curve; in most records, active means well fitted curve in the direction sought with a large enough effect; inconclusive means small, poorly fitted or top-dose-only effect, or another doubt; inactive means no such curve, though single readings can be large; an effect the other way counts as inactive or inconclusive. A portion of the library (hit frequency here may not be typical).
# The first 2 records as a preview:
Compound	a7 integrin act	Menin MLL FP TR	A-T KAP1 phos	TSHR antagonist	PTAP TSG101 blk	TCR act	MBNL1 CUG block	Mito fusion yeast	ASM inhibitor	CXXC DNA block
COc1ccc(C(=O)NCC(=O)OCC(=O)Nc2cc(OC)ccc2OC)cc1	31%	4%	-4%	7	-8%	3%	-1%	0%	-3%	6%
Cn1c(N)c(C#N)c(C#N)c1-c1ccccc1	-6%	-7%	.	8	-6%	-1%	-9%	5%	-3%	-7%

# The list itself, previewed entries included:
Compound	a7 integrin act	Menin MLL FP TR	A-T KAP1 phos	TSHR antagonist	PTAP TSG101 blk	TCR act	MBNL1 CUG block	Mito fusion yeast	ASM inhibitor	CXXC DNA block
COc1ccc(C(=O)NCC(=O)OCC(=O)Nc2cc(OC)ccc2OC)cc1	31%	4%	-4%	7	-8%	3%	-1%	0%	-3%	6%
Cn1c(N)c(C#N)c(C#N)c1-c1ccccc1	-6%	-7%	.	8	-6%	-1%	-9%	5%	-3%	-7%
O=C(/C=C/c1ccco1)NCC1OCCc2ccccc21 (stereo not drawn)	0%	.	-23%	-1	-3%	-3%	-1%	-2%	-5%	-8%
[O-]c1c[n+](-c2ccc(-[n+]3cc([O-])on3)cc2)no1	-6%	2%	-4%	5	-1%	3%	?	3%	-2%	4%
CN1CCC(N(C)S(=O)(=O)c2ccc(NC(=O)COc3ccc(F)cc3Cl)cc2)CC1	-52%[inhibitor]	.	14%	10	-1%	-3%	-5%	-4%	0%	14%
CC(C)(C)OC(=O)NCc1ccc(CNC(=O)c2nc[nH]c2C(=O)N2CCN(C(=O)OC(C)(C)C)CC2)cc1	-27%	.	0%	-11	-4%	2%	.	-4%	12%	.
O=c1[nH][nH]c(-c2ccccc2)c1C=Nc1ccccc1	-4%	-1%	-10%	-5	-3%	0%	?	1%	-1%	1%
CCCCN(C(=O)C1CSC2(C)CCC(=O)N12)c1c(N)n(CC(C)C)c(=O)[nH]c1=O (stereo not drawn)	-6%	.	-6%	10	-1%	-1%	.	1%	7%	.
O=C(CN1CCN(Cc2ccc(F)cc2)CC1)Nc1ccccc1F	6%	-5%	29%	4	-2%	10%	-3%	19%	5%	6%
CC(C)(C)NC(=O)c1ccc2c(c1)C(=O)N(Cc1ccco1)C2=O	17%	16%	-6%	-6	-5%	-6%	?	2%	3%	-15%
C=CCNC(=O)c1ccccc1NC(=O)Nc1ccccc1	-3%	3%	9%	2	-5%	2%	-8%	-3%	-3%	1%
CN(Cc1ccon1)Cc1cn(C)nc1-c1ccc2c(c1)OCCO2	-5%	18%	5%	7	-4%	4%	1%	-1%	1%	-3%
OC(COc1ccc2ccccc2c1)CN1CCCC1 (stereo not drawn)	-32%	1%	2%	20	-1%	-10%	-7%	-4%	-3%	-4%
CC(=O)NC(N1CCCCC1)C(F)(F)C(F)(F)C(F)(F)C(F)F (stereo not drawn)	8%[7.66 µM]	-2%	-2%	-4	-7%	-8%	0%	-3%	4%	9%
CC(C)(C)c1ccc(NC(=O)Nc2ccc3ccccc3n2)cc1	48%	.	-18%	3	0%	0%	2%	0%	4%	-8%
Fc1ccccc1/C=N/n1c(C2CCCCC2)n[nH]c1=S	0%	?	27%	-20	0%	8%	-1%	-11%	-6%	12%
Cc1cc(NC(=O)Cn2cnc3c(cnn3C(C)(C)C)c2=O)no1	11%	-3%	-4%	3	-4%	-6%[46.1 µM]	-9%	-4%	0%	10%
C[n+]1ccc(/C=C/c2c[nH]c3ccc(F)cc23)cc1	-1%	13%	22%	1	?	14%	?	3%	11%	11%
CCCc1nc(SCC(=O)NNC(=O)C2CCCCC2)c2ccccc2n1	-33%	24%	4%	2	1%	-4%	5%	-2%	-1%	18%
COc1ccccc1-c1nc2ccccc2nc1-c1ccccc1OC	0%	2%	-4%	17	-8%	1%[46.1 µM]	.	-1%	1%	-1%
CC(=O)c1c(C)[nH]c(C(=O)COC(=O)CN(C)S(=O)(=O)c2ccc(Cl)cc2)c1C	4%	5%	1%	1	0%	-4%	-3%	-2%	-4%	1%
COc1ccc(CCNC(=O)C(=O)NCC2OCCCN2S(=O)(=O)c2cc(C)ccc2C)cc1 (stereo not drawn)	0%	.	2%	-40	-4%	-5%	2%	-2%	-2%	-6%
O=C1C=C(c2ccc3c(c2)OCCO3)C[C@@H](c2ccc(F)cc2)C1	5%	.	2%	-29	-3%	3%	.	?	25%	.
COc1ccc(OCCOc2ccc(/C=C3\C(=N)N4N=C(C)SC4=NC3=O)cc2)cc1	24%	.	-3%	-5	-1%	.	.	-2%	-2%	.
CCOc1cccc(N2C(=O)CC(N3CCC(C(N)=O)(N4CCCCC4)CC3)C2=O)c1 (stereo not drawn)	-12%	3%	-5%	-2	-6%	-2%	9%	-18%	2%	-1%
Cc1cccc(NS(=O)(=O)c2ccc(NC(=O)N3CCCCC3)cc2)c1	0%	8%	-3%	-4	.	-1%	-2%	1%	6%	8%
COC(=O)c1ccccc1COn1c(=O)c(C)[n+]([O-])c2ccccc21	26%	9%	0%	-12	-4%	-1%	4%	1%	11%	4%
COCCn1c(SCC(=O)NC2CCCC2)nc2ccccc2c1=O	7%	.	-2%	0	2%	-2%	.	1%	-3%	.
COc1ccc(S(=O)(=O)NCc2ccccn2)cc1Cl	-13%	3%	-5%	6	-4%	1%	0%	-3%	1%	-5%
COc1ccc(NS(=O)(=O)c2ccc(S(=O)(=O)N3CCOCC3)cc2)cc1	4%	4%	2%	0	0%	4%	-5%	2%	-1%	-6%

# 3 entries out of the list above, sorted by the value under CXXC DNA block, lowest first.
smiles	CXXC DNA block
COc1ccc(S(=O)(=O)NCc2ccccn2)cc1Cl	-5%
COC(=O)c1ccccc1COn1c(=O)c(C)[n+]([O-])c2ccccc21	4%
CCCc1nc(SCC(=O)NNC(=O)C2CCCCC2)c2ccccc2n1	18%

# (next part)
Compound	a7 integrin act	Menin MLL FP TR	A-T KAP1 phos	TSHR antagonist	PTAP TSG101 blk	TCR act	MBNL1 CUG block	Mito fusion yeast	ASM inhibitor	CXXC DNA block
CC(C)(C)c1ccc(Cn2nnc3c(=O)[nH]c(C4CCN(C(=O)c5ccco5)CC4)nc32)cc1	-34%[inhibitor]	-3%	-1%	-18	-7%	6%	-1%	1%	-23%	22%
CCOc1ccc(OCCN2CCCCC2)cc1	-15%	-17%	2%	9	-3%	12%[46.1 µM]	24%	0%	0%	-2%
C/C(=N/NC(=O)c1cc(C2CC2)[nH]n1)c1cccs1	?	-8%	.	4	-9%	-2%	6%	2%	-1%	2%
COc1ccc(-n2ncc3c2CC(C)(C)CC3NC(=O)c2ocnc2C)cc1 (stereo not drawn)	?	2%	2%	12	-1%	-3%	-4%	-3%	-3%	8%
CC1(C)N=C(c2cccs2)C(C)(C)N1O	-12%	-16%	-4%	17	-3%	7%	-8%	-3%	2%	-3%
CCN1CCN(c2ccc(S(=O)(=O)N3CCCCC3)cc2NC(=O)COc2ccc(F)cc2Cl)CC1	-65%[inhibitor]	.	3%	5	-5%	1%	5%	-3%	2%	15%
COc1ccc(S(=O)(=O)N2CC(=O)Nc3ccccc32)cc1F	-21%	0%	-2%	40	-2%	-6%	-11%	5%	2%	3%
COC(=O)c1[nH]c2cc(OC)ccc2c1NC(=O)CN1CCOCC1	.	-5%	-4%	6	.	-2%[46.1 µM]	?	1%	.	-2%
